PABP1 MLLE inh – blocks PAM2 peptide binding to the PABP1 MLLE domain | P11940 | GST-MLLE / FITC-PAM2 fluorescence polarization | inhibition, % at 20 µM | 360,000 compounds, 0.36% hits; in the data active = inhibition above about 35%, passing the limit was not always enough;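 also: plate controls were DMSO wells with GST-MLLE for no effect and wells lacking GST-MLLE protein for full effect; some results filed as inactive read as strong as hits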
CendR NRP1 mod – alters CendR peptide binding to human NRP-1; O14786; FAM-RPARPAR peptide binding to NRP-1, fluorescence polarization; inhibition, % at 25 µM; 360,000 compounds, 0.85% hits; AID 602438;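 active = inhibition or corrected inhibition above about 18%, plus a signal ratio from 0.5 to 1.5, limit read from the data, passing the limit was not always enough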; also: strong numbers were not always called active
Target sequence (O14786 whole entry, looked up): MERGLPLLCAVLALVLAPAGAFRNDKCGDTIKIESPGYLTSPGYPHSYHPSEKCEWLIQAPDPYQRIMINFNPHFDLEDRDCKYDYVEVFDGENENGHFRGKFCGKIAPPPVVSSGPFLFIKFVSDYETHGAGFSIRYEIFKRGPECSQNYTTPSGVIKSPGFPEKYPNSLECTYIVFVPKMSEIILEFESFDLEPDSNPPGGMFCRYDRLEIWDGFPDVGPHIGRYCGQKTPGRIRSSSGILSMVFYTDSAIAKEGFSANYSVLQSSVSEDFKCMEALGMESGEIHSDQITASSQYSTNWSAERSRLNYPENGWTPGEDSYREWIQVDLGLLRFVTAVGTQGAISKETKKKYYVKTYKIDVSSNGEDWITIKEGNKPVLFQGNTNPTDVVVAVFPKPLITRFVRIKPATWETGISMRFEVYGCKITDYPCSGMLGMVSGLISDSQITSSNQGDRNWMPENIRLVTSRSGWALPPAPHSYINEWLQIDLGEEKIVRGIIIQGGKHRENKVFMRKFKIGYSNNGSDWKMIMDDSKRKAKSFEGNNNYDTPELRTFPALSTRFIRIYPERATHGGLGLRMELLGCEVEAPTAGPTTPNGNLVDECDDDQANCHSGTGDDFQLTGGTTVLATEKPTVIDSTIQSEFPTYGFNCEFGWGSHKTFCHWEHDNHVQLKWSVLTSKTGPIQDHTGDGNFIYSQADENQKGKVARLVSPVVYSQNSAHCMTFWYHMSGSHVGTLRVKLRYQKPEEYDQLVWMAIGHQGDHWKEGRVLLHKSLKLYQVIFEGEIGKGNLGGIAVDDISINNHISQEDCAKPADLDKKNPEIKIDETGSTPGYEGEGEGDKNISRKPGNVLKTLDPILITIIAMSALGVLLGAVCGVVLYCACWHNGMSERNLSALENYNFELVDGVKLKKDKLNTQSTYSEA
E coli Lon inh – inhibitors of E. coli Lon protease | AID 602123 | 360,000 compounds, 0.42% hits | P0A9M0 | inhibition, % at 7.94 µM | purified E. coli Lon protease, fluorescence polarization; in the data active = inhibition above about 13%, passing the limit was not always enough;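 also: 0% = enzyme with probe and DMSO and 100% = no enzyme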
MsrA inh – inhibits bovine methionine sulfoxide reductase A; purified bovine MsrA, absorbance read-out; inhibition, % at 15.5 µM; 360,000 compounds, 0.75% hits; in the data active = inhibition above about 4.5%;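 also: 0% = vehicle wells with enzyme and 100% = reference inhibitor wells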
FAS TE block – blocks the thioesterase domain of human fatty acid synthase; recombinant FAS-TE, OMFH fluorogenic substrate, fluorescence endpoint; P49327; 360,000 compounds, 0.67% hits; inhibition, % at 15 µM;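 active = compounds whose normalised, plate-corrected inhibition of enzyme fluorescence in the single-dose primary screen is 50% or more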;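 also: 0% = DMSO with enzyme and 100% = substrate without enzyme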
MT1-MMP act inh – MT1-MMP (human) activation inhibition | HT1080 RFP-PRO-GFP cells, GFP/RFP ratio fluorescence, overnight; percent of plate control window, DMSO zero | GFP/RFP ratio change, % at 20 µM | 360,000 compounds, 0.061% hits | AID 651647;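 active = GFP/RFP ratio change of at least 30% with cell ATP level not reduced by more than half and red fluorescence within 50% of control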; also: strong numbers were not always called active
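Material – HT1080 RFP-PRO-GFP cells · Control set – DMSO wells and RFP-L50D-GFP cells · Incubation – overnight cell settling, then overnight compound exposure, 37 °C, 5% CO2 · Compound dosing – single-point 20 µM compound, 1% DMSO · Read-out – GFP/RFP fluorescence ratio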
Tb MetRS inh – Trypanosoma brucei MetRS inhibition; inhibition, % at 11.9 µM; 360,000 compounds, 0.4% hits; purified T. brucei MetRS, ATP depletion, Kinase-Glo luminescence;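 active = inhibition above a per-plate cutoff of the control wells' mean inhibition plus 3 SD, cut at about 5.5% in these data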;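 also: 0% = DMSO wells median and 100% = median of wells with control inhibitor compound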
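assay system = parasite MetRS enzyme | timing = 15 min preincubation, 2 h reaction, all 25 °C | evaluation = percent inhibition relative to median high and low control wells | medium = HEPES buffer containing pyrophosphatase, BSA, spermine, DTT | compound = single dose, 11.9 µM final nominal, 0.9% final DMSO | detection = Kinase-Glo luminescence, ATP depletion format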
SKN-1 inh – blocks SKN-1 activity in C. elegans; C. elegans VP596 Pgst-4::GFP/RFP ratio, acrylamide-induced, 24 h; inhibition, % at 21.8 µM; 360,000 compounds, 0.49% hits; AID 624304;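 active = interference check ratio from 0.5 to 1.5 plus GFP to RFP signal ratio inhibition reaching or exceeding a fixed threshold, cut at about 30% in these data, passing the limit was not always enough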; also: some compounds called inactive have numbers as strong as hits
bovine MsrA act – activates bovine MsrA enzyme; purified bovine MsrA, absorbance read-out; activation, % at 10.6 µM; 360,000 compounds, 0.3% hits; AID 602163; in the data active = activation above about 7.5%;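 also: 0% = vehicle and 100% = reference activator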
* = called active by the depositor; nt = not tested or not shown. An unsorted share of the library, and some 4% of all compounds hit somewhere here.

canonical_smiles | MsrA inh | CendR NRP1 mod | bovine MsrA act | E coli Lon inh | PABP1 MLLE inh | Tb MetRS inh | FAS TE block | MT1-MMP act inh | SKN-1 inh
Cc1ccc(S(=O)(=O)Oc2ccc(/C=N/NC(=O)c3nn(C)cc3[N+](=O)[O-])cc2)cc1 | 0.5 | 3.1 | 2.4 | 4.9 | 4.0 | 0.7 | -11.1 | -8.1 | -8.4
Cn1c(N)c(C(=O)COC(=O)CCC(=O)c2ccc(F)cc2)c(=O)n(C)c1=O | 1.2 | 0.0 | -1.1 | 2.3 | 0.8 | -0.5 | 2.2 | 1.1 | 7.5
Cc1ccc(C(=O)NCC(=O)OCc2c(F)cccc2Cl)s1 | -0.5 | 7.4 | -3.3 | -3.0 | -4.2 | -0.5 | 9.4 | -4.7 | -3.9
COC(=O)CN(c1ccc(C)cc1)S(=O)(=O)c1ccc2c(c1)n(C)c(=O)c(=O)n2C | nt | -2.2 | -2.7 | -1.4 | 12.8 | -1.2 | -2.8 | -5.7 | 2.5
CCCC(=O)n1nc(NCc2ccc(OC)cc2)nc1NCc1ccc(OC)cc1 | -0.7 | -2.4 | -2.1 | 4.7 | 5.4 | -0.4 | 29.5 | 4.8 | 11.7
COc1cccc(NC(=O)C2CCCN(S(=O)(=O)c3cccc4cccnc34)C2)c1 (stereo not given) | 0.9 | 1.4 | -5.5 | -7.9 | 0.1 | -0.3 | -1.5 | 2.7 | 0.1
O=C(Nc1ccccc1N1CCCCC1)c1ccc(-c2cc(Cl)ccc2Cl)o1 | 0.1 | 12.5 | -2.5 | -1.3 | -15.9 | -0.4 | 24.0 | 3.2 | -4.2
CC(C)C[C@H](NC(=O)c1nc[nH]c1C(=O)NCc1ccccc1)C(=O)OCc1ccccc1 | 0.1 | -19.7 | -10.8 | 10.6 | -5.5 | 0.0 | 21.4 | 21.9 | 12.6
O=C(NC1CC1)C1CCN(C(=O)c2ccc(Cl)cc2Cl)CC1 | 0.6 | 15.2 | -2.2 | 2.3 | -15.8 | 0.9 | -6.6 | 0.0 | 22.7
CC(C)[C@H](NC(=O)c1ccccc1Cl)C(=O)OCC(=O)NCc1ccc2c(c1)OCO2 | -0.6 | 9.2 | -2.5 | -0.4 | -4.6 | -0.2 | -0.1 | -2.6 | 3.6
Cc1cc(C)nc(Nc2nc(C(N)Cc3ccc(F)cc3)cs2)n1 (stereo not given) | -0.2 | -9.2 | 1.0 | -11.7 | 1.4 | 0.2 | -4.5 | 2.7 | 6.8
O=C(Nc1nc2ccccc2n1Cc1ccc(Cl)cc1)c1ccco1 | 0.3 | 2.4 | -0.3 | -7.3 | -10.5 | 0.0 | -1.8 | 11.4 | 2.3
Cc1ccc(C(=O)Nc2nnc(-c3ccncc3)o2)cc1 | 1.6 | -0.2 | -2.4 | -6.7 | -0.3 | -0.7 | -6.8 | 3.4 | -5.6
O=S(=O)(c1ccccc1)N1CCN(S(=O)(=O)c2ccc(F)cc2)CC1 | 0.6 | 6.5 | -2.4 | -5.0 | 0.6 | 0.0 | -4.0 | 0.6 | -2.8
COC(=O)c1ccc(COC(=O)CNS(=O)(=O)c2ccccc2)cc1 | -0.9 | 2.0 | 0.2 | -2.6 | 3.0 | -0.4 | -3.4 | 0.1 | -5.0
CCn1c(C)nc2cc(C(N)=O)ccc21 | -0.6 | 2.3 | 4.7 | -1.2 | -3.0 | 0.1 | -1.4 | 2.8 | 1.0
COCC1CCN(Cc2nc(Cc3ccccc3Cl)no2)CC1 | 0.7 | 20.7* | 2.0 | -1.7 | 5.5 | -1.0 | -3.6 | -2.4 | -3.5
O=C(Nc1ccc(F)cc1)C(Cc1ccccc1)n1cccc1 (stereo not given) | -0.7 | 9.9 | -0.9 | 4.1 | -14.0 | -0.4 | 8.5 | -2.6 | -6.1
COc1ccc2c(c1)C(=O)N1[C@H]3c4cc(Cl)ccc4OC[C@@H]3[C@H](c3ccccc3)[C@]1(C)C(=O)N2 | 1.1 | -13.7 | -11.1 | 5.5 | -10.0 | -0.5 | 64.3* | -28.4 | 8.2
CSCCC(c1nnnn1-c1c(C)cccc1C)N1CCN(C/C=C/c2ccccc2)CC1 (stereo not given) | -0.8 | 2.3 | -6.1 | -3.6 | 11.7 | -1.1 | 19.1 | -2.7 | -5.8
Cc1ccc(/C(N)=N/OC(=O)COc2cccc3ccccc23)cc1 | 0.5 | -13.8 | 1.6 | -12.8 | 6.2 | -0.1 | 13.8 | -0.3 | 6.8
CCON1C(=O)C2(CCCCC2)C(=O)C12C=CCCC2 (stereo not given) | -0.3 | 1.4 | 5.2 | -10.4 | -23.7 | 0.1 | -2.2 | 6.1 | 4.7
CC(=O)NS(=O)(=O)c1ccc(NC(=O)c2ccc(S(=O)(=O)N3CCCC3)cc2)cc1 | 0.0 | 5.2 | -0.5 | -2.2 | -10.2 | -0.3 | -4.9 | -3.6 | 1.0
CCOC(=O)CNC(=O)N1CCc2ccc(NC(=O)c3ccccc3OC)cc2C1 | 0.0 | -9.2 | -6.7 | -6.1 | 5.5 | -1.0 | -3.3 | 6.2 | 0.9
O=C(/C=C/c1ccccc1)NCCC1=CCCCC1 | -1.0 | 0.9 | -4.2 | -1.1 | -0.3 | 0.2 | 2.2 | 3.6 | -3.4
Cc1ccc(NC(=O)/C=C/c2ccc(Cl)cc2)nc1 | 1.0 | -8.3 | -3.2 | 6.8 | 5.7 | 2.4 | -3.1 | 1.0 | 7.4
CC(C)(C)c1ccc(C(=O)N2CCOC23CCCCC3)cc1 | 0.8 | -2.7 | -12.9 | -0.2 | 3.2 | -0.8 | 1.2 | 6.7 | 1.4
O=C(/C=C/c1ccco1)OCC(=O)N1CCCCC1 | 1.8 | 0.1 | -8.4 | -14.0 | -0.3 | -0.3 | -5.7 | -3.0 | 13.9
S=C(NCCc1ccccc1)NCCc1ccccc1 | -0.3 | 11.7 | -9.0 | 4.8 | -45.8 | -0.7 | 10.9 | -4.4 | 2.9
CCCCC(=O)OCC(=O)Nc1ccc(OC(F)F)cc1 | -0.8 | 1.9 | -1.0 | -3.9 | 8.2 | -0.1 | 1.8 | 3.1 | -7.7
CC(C)S(=O)(=O)c1csc(NC(=O)Nc2ccc(Cl)cc2)c1 | 0.2 | -6.8 | -1.3 | -5.8 | -14.3 | 2.8 | 5.5 | 4.7 | -7.3
O=C(C1CCC1)N1CCC(O)(c2cccc(F)c2)CC1 | -1.9 | 0.5 | -3.8 | -2.7 | 12.8 | -1.0 | -4.3 | -1.4 | -1.5
CN(C(=O)c1cccc(NC(=O)Cc2ccc(NC(=O)C3CCN(C(=O)C4CC4)CC3)cc2)c1)C1CC1 | 1.0 | 3.0 | -5.0 | -4.7 | 5.9 | 0.1 | -7.1 | 2.8 | -7.3
O=C(NC(NC(=S)N1CCOCC1)C(Cl)(Cl)Cl)c1cccc2ccccc12 (stereo not given) | 0.2 | 16.0 | -6.2 | 0.8 | -70.9 | -0.9 | 6.9 | 2.8 | -3.1
Cc1c(C)c2ccc(OC(C)C(=O)N3CC[C@@]4(O)CCCC[C@H]4C3)c(C)c2oc1=O (stereo not given in full) | 2.2 | 6.2 | -0.2 | -5.0 | -3.1 | 0.2 | 0.7 | 1.5 | 4.5
CC1=C(C(=O)OCC(C)C)C(c2ccc(Br)s2)NC(=O)N1 (stereo not given) | -0.2 | -22.7 | -3.3 | -0.1 | -2.2 | 0.1 | 6.5 | -0.7 | 8.3
Cn1c(N)c(C(=O)CNC2CCCCC2)c(=O)n(C)c1=O | -0.8 | 8.7 | -1.6 | 0.2 | -2.5 | -0.2 | -9.1 | -0.6 | 3.9
CN1CCN(C(=O)C2=C[C@H](c3coc4ccccc4c3=O)C[C@H](OCc3ccc(CO)cc3)O2)CC1 | 0.1 | 11.7 | -1.5 | 1.3 | -8.9 | -0.2 | -9.7 | 0.5 | -3.9
NS(=O)(=O)c1ccc(CCNC(=O)c2cc(=O)[nH]c3ccccc23)cc1 | 0.9 | 1.8 | -2.1 | 1.8 | -3.9 | -0.4 | -4.8 | -3.2 | 4.1
Cc1ccc2[nH]cc(C(=O)NCc3cccs3)c(=O)c2c1 | 0.1 | 3.9 | 0.2 | -5.3 | -0.4 | 2.3 | -4.1 | 6.1 | 1.6
CCN(C(=O)COC(=O)CN(C)S(=O)(=O)c1ccc(NC(C)=O)cc1)C1CCS(=O)(=O)C1 (stereo not given) | -0.7 | 13.4 | -3.0 | -3.8 | -5.2 | 0.2 | 0.2 | -0.1 | 1.9
Cc1ccc(/C=N\NC(=O)c2csnn2)cc1 | 2.1 | -3.1 | -2.6 | 5.1 | 5.8 | -0.7 | -2.0 | -0.5 | 19.4
Cc1oncc1-c1cn2ccccc2n1 | 1.1 | -7.4 | -4.7 | -6.4 | 2.4 | -0.4 | -7.0 | -1.0 | 1.1
CCOc1ccccc1N(C)C(=O)CCS(=O)(=O)c1ccc2c(c1)NC(=O)C(C)S2 (stereo not given) | 0.3 | -4.9 | -2.7 | -12.9 | 3.3 | 0.3 | -3.7 | 0.7 | 18.2
COCC(C)NC(=S)N1CCN(c2ccccc2Cl)CC1 (stereo not given) | 2.2 | 6.8 | -6.9 | -3.0 | -121.7 | -0.3 | -6.6 | 0.3 | -6.5
Cc1cc(NC(=O)CN2C(=O)c3ccccc3S2(=O)=O)no1 | -0.5 | 0.6 | -5.3 | -4.8 | -91.4 | -0.4 | -3.2 | -2.2 | 4.7
CCOc1ccc(NC(=O)CCN2CCCCC2)cc1 | -0.8 | 1.0 | -1.8 | -7.1 | -12.2 | 0.0 | -9.9 | -1.0 | -12.3
CC1(C(=O)NS(=O)(=O)c2ccccc2Cl)CCN1C(=O)C1CC1 (stereo not given) | 0.5 | -1.6 | -7.0 | 6.0 | 0.4 | -0.1 | -3.1 | 1.4 | 1.3
CCOC(=O)C1CCCN(C(=O)c2ccc(C(=O)c3ccccc3)cc2)C1 (stereo not given) | -1.1 | 1.1 | -1.6 | 0.6 | 1.6 | -0.4 | -1.0 | -2.9 | 0.8
CC1CCCC(NC(=O)CNC(=O)c2cccs2)C1C (stereo not given) | 0.0 | 3.9 | -2.2 | 7.6 | 3.3 | -0.5 | -4.2 | 0.2 | -3.4
O=C(CN1CCN(c2ccccn2)CC1)Nc1ccc(OCc2ccccc2)cc1 | 0.9 | 1.4 | -3.3 | 12.0 | 3.5 | -0.6 | 9.8 | 3.5 | 21.9
COc1ccc(C(=O)c2c(C(F)(F)F)oc3c2C(=O)c2ccccc2C3=O)cc1 | nt | -5.4 | 4.9 | -2.9 | 8.9 | -0.8 | 26.2 | -3.0 | -4.9

Reformatted with each value named: part of the list above.
CCOc1ccc(NC(=O)CCN2CCCCC2)cc1
  MsrA inh = -0.8 | CendR NRP1 mod = 1.0 | bovine MsrA act = -1.8 | E coli Lon inh = -7.1 | PABP1 MLLE inh = -12.2 | Tb MetRS inh = 0.0 | FAS TE block = -9.9 | MT1-MMP act inh = -1.0 | SKN-1 inh = -12.3
CCN(C(=O)COC(=O)CN(C)S(=O)(=O)c1ccc(NC(C)=O)cc1)C1CCS(=O)(=O)C1 (stereo not given)
  MsrA inh = -0.7 | CendR NRP1 mod = 13.4 | bovine MsrA act = -3.0 | E coli Lon inh = -3.8 | PABP1 MLLE inh = -5.2 | Tb MetRS inh = 0.2 | FAS TE block = 0.2 | MT1-MMP act inh = -0.1 | SKN-1 inh = 1.9
